Cav32 inh – inhibitors of human Cav3.2 T-type calcium channel; AID 449739; B-score at 10 µM; 100,000 tested, 4% active; Cav3.2-expressing cells, Fluo-4 calcium fluorescence FDSS; active compounds read low; O95180;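 active = single-dose well whose peak fluorescence ratio is a statistical outlier from its plate by either plate-standardised score or position-corrected B-score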
Target sequence (O95180 whole entry, looked up): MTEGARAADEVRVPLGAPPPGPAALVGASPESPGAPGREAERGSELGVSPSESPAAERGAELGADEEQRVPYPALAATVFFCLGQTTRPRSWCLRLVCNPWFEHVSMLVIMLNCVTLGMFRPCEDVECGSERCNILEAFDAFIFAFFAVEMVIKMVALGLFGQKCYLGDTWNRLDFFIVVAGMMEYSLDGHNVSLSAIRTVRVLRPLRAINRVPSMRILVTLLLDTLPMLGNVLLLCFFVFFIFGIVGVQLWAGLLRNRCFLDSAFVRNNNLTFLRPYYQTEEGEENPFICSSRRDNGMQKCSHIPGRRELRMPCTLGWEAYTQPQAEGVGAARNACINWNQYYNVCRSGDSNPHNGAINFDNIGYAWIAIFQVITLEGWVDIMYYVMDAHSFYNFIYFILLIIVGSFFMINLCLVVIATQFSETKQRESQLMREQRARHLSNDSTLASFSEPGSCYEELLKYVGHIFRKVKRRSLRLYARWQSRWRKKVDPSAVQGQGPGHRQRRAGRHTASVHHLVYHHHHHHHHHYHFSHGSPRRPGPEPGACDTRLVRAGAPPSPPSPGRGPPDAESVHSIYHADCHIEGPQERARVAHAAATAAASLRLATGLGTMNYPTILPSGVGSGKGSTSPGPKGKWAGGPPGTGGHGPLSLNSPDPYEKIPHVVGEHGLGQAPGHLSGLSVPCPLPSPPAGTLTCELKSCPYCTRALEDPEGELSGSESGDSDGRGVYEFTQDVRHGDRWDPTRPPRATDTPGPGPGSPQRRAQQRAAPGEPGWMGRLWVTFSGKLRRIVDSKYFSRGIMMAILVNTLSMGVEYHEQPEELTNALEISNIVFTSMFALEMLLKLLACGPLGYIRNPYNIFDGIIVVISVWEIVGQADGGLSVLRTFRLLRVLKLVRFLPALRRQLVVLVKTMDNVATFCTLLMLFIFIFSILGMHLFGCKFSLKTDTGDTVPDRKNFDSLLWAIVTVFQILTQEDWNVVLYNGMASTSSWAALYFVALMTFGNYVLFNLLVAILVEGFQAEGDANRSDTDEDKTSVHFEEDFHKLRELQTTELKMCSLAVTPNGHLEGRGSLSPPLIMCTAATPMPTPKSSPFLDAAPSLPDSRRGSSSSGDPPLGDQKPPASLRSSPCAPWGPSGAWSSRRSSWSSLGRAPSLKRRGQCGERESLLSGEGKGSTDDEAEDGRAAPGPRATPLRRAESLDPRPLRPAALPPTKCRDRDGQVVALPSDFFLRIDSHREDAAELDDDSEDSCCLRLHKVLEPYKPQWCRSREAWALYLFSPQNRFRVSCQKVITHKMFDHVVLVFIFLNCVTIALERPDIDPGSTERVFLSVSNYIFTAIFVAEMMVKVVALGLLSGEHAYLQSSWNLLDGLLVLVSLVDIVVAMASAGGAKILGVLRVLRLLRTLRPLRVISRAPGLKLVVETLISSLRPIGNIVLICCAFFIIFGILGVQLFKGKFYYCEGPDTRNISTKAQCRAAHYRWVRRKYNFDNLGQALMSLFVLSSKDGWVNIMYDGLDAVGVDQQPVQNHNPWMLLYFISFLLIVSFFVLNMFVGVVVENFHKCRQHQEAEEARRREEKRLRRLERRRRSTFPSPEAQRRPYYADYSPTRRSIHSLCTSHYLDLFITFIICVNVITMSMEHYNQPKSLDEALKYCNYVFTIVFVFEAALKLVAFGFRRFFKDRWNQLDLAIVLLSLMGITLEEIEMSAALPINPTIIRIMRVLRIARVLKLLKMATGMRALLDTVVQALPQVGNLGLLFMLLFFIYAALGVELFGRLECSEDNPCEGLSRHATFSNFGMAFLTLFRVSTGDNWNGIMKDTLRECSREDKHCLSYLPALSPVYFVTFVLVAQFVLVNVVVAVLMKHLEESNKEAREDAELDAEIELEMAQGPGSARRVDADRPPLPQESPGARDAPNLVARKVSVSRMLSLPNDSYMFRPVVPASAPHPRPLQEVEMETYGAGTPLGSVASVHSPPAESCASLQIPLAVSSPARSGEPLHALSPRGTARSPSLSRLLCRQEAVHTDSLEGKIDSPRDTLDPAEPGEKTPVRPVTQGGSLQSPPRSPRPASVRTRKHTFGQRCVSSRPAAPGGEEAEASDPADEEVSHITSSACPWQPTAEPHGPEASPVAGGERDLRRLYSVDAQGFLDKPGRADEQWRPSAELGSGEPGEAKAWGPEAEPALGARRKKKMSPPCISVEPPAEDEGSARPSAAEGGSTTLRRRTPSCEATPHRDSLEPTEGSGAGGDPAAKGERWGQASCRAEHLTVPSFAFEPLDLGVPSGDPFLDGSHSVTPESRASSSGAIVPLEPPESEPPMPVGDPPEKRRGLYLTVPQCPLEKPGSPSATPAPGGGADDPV
The depositor's hits bear a star. Only part of the results is shown; the hit share may differ from the screen's.

SMILES	Cav32 inh
CCN(CC)CCOC(=O)c1ccc(NC(=O)CCNC(=O)Cn2ccc3ccccc3c2=O)cc1	0.35
CCc1ccc(N/C(SCc2ccccc2C)=C(/C#N)C(=O)NCc2ccco2)cc1	-5.4*
Cc1ccc2ncc(NC(=O)c3ccc(F)cc3)c(=O)n2c1	-0.048
CCOC(=O)c1c(C)c(C(=O)NCCN2CCOCC2)c(C)n1C	-0.28
O=C(Nc1ccc(Oc2cccnc2)cc1)c1ccccc1F	-0.034
Cc1ccc(N=Nc2c(N)[nH]n3c(=O)cc(-c4ccccc4)nc23)cc1	-7.5*
COC(=O)c1ccc(COc2ncnc3c(Cl)cc(Cl)cc23)o1	-0.46
Cc1cc(C)n(C(CC(=O)N2CCc3ccccc3C2)C(=O)O)n1 (stereo not given)	0.61
COCCNS(=O)(=O)c1ccc(F)c(OC)c1	0.44
COc1ccc(-c2nc(CSCC(=O)NCC3CCCO3)c(C)o2)cc1OC (stereo not given)	0.15
COc1ccc(C2C(C(=O)Nc3cccc(C)n3)c3ccccc3C(=O)N2C)cc1 (stereo not given)	-0.64
O=C(/C=C/c1ccccc1)Nn1cnnc1	0.95
Cc1cc(C)nc(NC(=O)c2ccc(OC(C)C)cc2)n1	0.78
Cc1nc2ncnn2c(C)c1CCC(=O)NC(C)CCc1ccco1 (stereo not given)	-0.27
C[C@H](NC(=O)c1ccccc1Cl)C(=O)OC(C(=O)Nc1cc(C(F)(F)F)ccc1Cl)c1ccccc1 (stereo not given in full)	-8.4*
CCCn1c(SCC(=O)NCCc2ccccc2)nnc1-c1ccccn1	0.9
Cc1cnc(NC(=O)c2cc3c(C)nn(-c4ccccc4)c3s2)s1	-2.2
O=C(N1CCCCCC1)N1CCN(C(=O)N2CCOCC2)CC1	0.38
COc1ccc(N2C(=O)CC(S/C(N)=N/N=C(\C)c3cccs3)C2=O)cc1 (stereo not given)	-3.7
O=C1OC(NC(=O)c2ccccc2)C(n2cc(CO)nn2)=C1Cl (stereo not given)	0.21
Cc1ccc(Cl)cc1N1CCN(C(=O)CN(C2CCCCC2)S(C)(=O)=O)CC1	-4.9*
Cc1ccc(Cn2c(SCC(C)C)nc3c2c(=O)n(C)c(=O)n3C)cc1	-1.6
CS(=O)(=O)N1CCN(c2ccc(NC(=O)CSc3ccc(Cl)cc3)cc2)CC1	0.62
CCCCC1=CC2=CC(=O)C(C)(OC(=O)C3CCCC3)C(=O)C2=CO1 (stereo not given)	0.44
C/C=C/C(=O)N1CC2(CC(c3cccc(NC(=O)CC)c3)=NO2)C[C@H]1C(N)=O (stereo not given in full)	0.24

Arranged by length of the SMILES (largest number first): some entries from above.
SMILES	Cav32 inh
C[C@H](NC(=O)c1ccccc1Cl)C(=O)OC(C(=O)Nc1cc(C(F)(F)F)ccc1Cl)c1ccccc1 (stereo not given in full)	-8.4*
O=C1OC(NC(=O)c2ccccc2)C(n2cc(CO)nn2)=C1Cl (stereo not given)	0.21
CCCn1c(SCC(=O)NCCc2ccccc2)nnc1-c1ccccn1	0.9
Cc1ccc2ncc(NC(=O)c3ccc(F)cc3)c(=O)n2c1	-0.048
O=C(N1CCCCCC1)N1CCN(C(=O)N2CCOCC2)CC1	0.38

Following part.
SMILES	Cav32 inh
CC1CCCCC1NC(=O)C1CCN(C(=O)c2sccc2-n2cccc2)CC1 (stereo not given)	-0.064
CCCn1c(SCC(=O)NCCc2ccccc2)nnc1-c1cccnc1	1.1
CCOCCCNS(=O)(=O)c1ccc2c(c1)oc(=O)n2CC(=O)OCC	1
CC1(C)CC(=O)CC(C)(C)N1OC(=O)c1ccccn1	-0.98
CCOc1cc(/C=C2/C(=N)N3OC(C)=CC3=NC2=O)ccc1OCCOc1ccccc1	0.29
NC(=O)c1oc2ccccc2c1NC(=O)c1ccco1	-0.24
CC1CCC/C(=C\Nc2ccc(O)cc2)C1=O (stereo not given)	0.13
Cc1ccc(Cc2cnc(NC(=O)c3cccs3)s2)cc1	-3.2
COc1cccc(-c2nc(CS(=O)(=O)CC(=O)NCCC(C)C)c(C)o2)c1	-3.1
COCCNC(=O)C(c1ccccc1)N(CCOC)C(=O)Cn1nnc2ccccc21 (stereo not given)	0.6
CCOC(=O)C1=C(c2ccccc2)N(C)C(=O)NC1c1ccc(OC(F)F)c(OC)c1 (stereo not given)	-8.6*
Cc1ccc(S(=O)(=O)N2CCN(C(=O)CC3CCCC3)CC2)cc1	-0.33
COc1cccc(C2(O)CCN(C(=O)C3CC3)CC2)c1	-0.08
O=S(c1ccsc1)c1ccsc1	0.26
CCOC(=O)c1ccc2nc(NC(=O)C(C)C)sc2c1	-0.00084
O=C(NCCCn1ccnc1)C(Cc1ccc([N+](=O)[O-])cc1)N1C(=O)c2ccccc2C1=O (stereo not given)	0.039
CC(C)Sc1n[nH]c2nc3c(c(=O)n12)C1(CCCC1)Cc1ccccc1-3	-1.1
CN(C)c1ccc(NC(=O)Cn2ncn3c(cc4ccccc43)c2=O)cc1	0.28
CCn1c(CSCc2ccc(C)cc2)nnc1SCC(=O)NCc1ccccc1	-3.3
COC(=O)c1ccc(CSc2nc3c(cnn3-c3ccc(C)cc3)c(=O)[nH]2)o1	0.024
COc1ccc(/C=C/C(=O)c2ccoc2)cc1	0.98
CCOC(=O)N1CCN(S(=O)(=O)c2ccc3[nH]c(=O)sc3c2)CC1	1.9
CCS(=O)(=O)N1CCC(C(=O)NCc2ccco2)CC1	1.8
CC1CCN(C2CCN(S(=O)(=O)c3ccc(F)cc3)CC2)CC1	0.69
O=C(OCn1ncc(Cl)c(Cl)c1=O)c1ccc(F)cc1	0.17
SMILES	Cav32 inh
Cc1ccc2cccc(NC(=S)NC(=O)c3ccnn3C)c2n1	-0.55
CCc1c(O)cc2n(c1=O)-c1ccccc1C2(C)C	-0.2
CC12C(=O)N(c3ccccn3)C(=O)C1C1C=CC2C1 (stereo not given)	-0.65
CCCCCc1nc2c(C#N)c(-c3ccc(Cl)cc3)ccn2n1	-1.2
COc1ccc2c(c1)cc1n2CCN=C1NCCO	-0.36
COc1ccc(OC)c(NC(=O)C2CCCN(S(=O)(=O)c3c(C)noc3C)C2)c1 (stereo not given)	0.98
CCOc1ccc(/C=N/NC(=S)Nc2c(C)cccc2C)cc1	0.034
CCc1ccc(NC(=O)c2cnn3ccccc23)cc1	0.022
CCN(CC)CCNC(=O)Cn1c(C)cc2ccccc2c1=O	0.0092
O=C(O)c1cccc(Nc2ncnc3c2cnn3-c2ccccc2)c1	1.9
O=C1CC(c2ccccc2)CC2=C1C(c1ccccn1)Nc1ccccc1N2 (stereo not given)	0.5
O=C(C1CCN(S(=O)(=O)c2cccc3nsnc23)CC1)N1CCc2ccccc2C1	1.1
COc1ccc(-c2nc(-c3ccccc3)c(-c3cccs3)[nH]2)cc1OC	-0.18
CC(C)(C)NC1=CC(=O)OC12CCCCC2	-0.57
COc1cccc(N2CC(C)Cn3c2nc2c3c(=O)n(CCN3CCOCC3)c(=O)n2C)c1 (stereo not given)	0.31
Nc1ccc(S(=O)(=O)c2ccc(N)cc2)cc1	-0.42
CS(=O)(=O)N1CCc2cc(C(=O)N3CCCCC3)ccc21	-0.0064
CCOC(=O)N1CCN(C(=O)CSCC(=O)Nc2nc(-c3ccc(C)cc3)cs2)CC1	-3.4
CC(=O)Nc1ccc(S(=O)(=O)NCC(C)NS(=O)(=O)c2ccc(NC(C)=O)cc2)cc1 (stereo not given)	-0.042
CCC(=O)Nc1cccc(-c2cn3ccsc3n2)c1	0.63
CCCCC1=CC2=C(c3ccco3)C(=O)C(C)(OC(=O)c3ccc(OC)cc3)C(=O)C2=CN1C1CCCCC1 (stereo not given)	-0.83
COc1ccc(C2=NOC(c3nnc(-c4ccccc4)o3)C2)cc1 (stereo not given)	-0.13
CCn1c(SCC(=O)NC2CCCCC2C)nnc1-c1ccc(OC)cc1 (stereo not given)	2
O=C(CN(Cc1ccc(Cl)c(Cl)c1)S(=O)(=O)c1ccccc1)N/N=C\c1ccc2c(c1)OCO2	-0.31
O=C1CN(C(=O)COC(=O)C23CC4CC(CC(O)(C4)C2)C3)c2ccccc2N1	0.54
SMILES	Cav32 inh
Cc1c(C)c2cc(Cl)c(O)c(CN3CCCCC3)c2oc1=O	-0.26
CN(C)C(=O)COn1c(SCC(=O)N(C)C)nc2ccccc2c1=O	-1.4
CC(C#N)On1c(SC(C)C#N)nc2ccccc2c1=O (stereo not given)	0.34
Cc1nc2ncnn2c(C)c1CCC(=O)O	0.13
CCCCC(C(=O)NC1CCCC1)N(Cc1ccco1)C(=O)Cn1nnc(-c2ccc(F)cc2)n1 (stereo not given)	-2.9
Cc1ccc2cccc(S(=O)(=O)N3CCN(c4cccc(Cl)c4)CC3)c2n1	-2.9
Cc1nn2c3ccccc3n(Cc3ccccc3)c2nc1=O	1.2
CC(C)Sc1nnc([C@@H]2CCCN2C(=O)OC(C)(C)C)o1	0.11
CCOC(=O)CSC1=C(C#N)C(c2ccccc2C)C2=C(CCCC2=O)N1 (stereo not given)	-0.11
O=C(OCCN=C1NS(=O)(=O)c2ccccc21)C1CC(=O)N(c2ccc(Cl)cc2)C1 (stereo not given)	1
Cc1oc(-c2ccccc2F)nc1CS(=O)(=O)CC(=O)NCCCN1CCc2ccccc2C1	1.6
COc1ccccc1-c1cc(C(F)(F)F)nc(N2CCCCC2)n1	0.43
O=C1c2ccccc2C(=O)N1CCc1nc2ccccc2c(=O)n1CCCn1ccnc1	0.96
O=C1CC(NC23CC4CC(CC(C4)C2)C3)C(=O)N1c1ccc2c(c1)OCO2 (stereo not given)	1.5
N=c1ccccn1CC(O)COc1ccccc1 (stereo not given)	0.041
CCCCNc1nc(CC)c2c(c1C#N)CCCC2	-0.07
COc1ccc(/C=C/C(=O)c2ccc(O)cc2)cc1COc1ccc(F)cc1	0.55
CCOCCN1CCN(c2c(C)c(C)nc3cc(-c4cc(OC)cc(OC)c4)nn23)CC1	-1.2
Cc1c(O)ccc(/C(Cc2ccc3ccccc3n2)=N\O)c1O	-4.8*
CN(CCCNC(=O)C1CCC(=O)N1Cc1ccccc1Cl)c1ccccc1 (stereo not given)	-0.11
CC(C)Oc1ccc(/C=N/NC(=O)C(CSCc2ccccc2)NC(=O)c2ccc([N+](=O)[O-])cc2)cc1 (stereo not given)	-7.4*
CCn1nnc(NC(=O)c2ccc(-c3ccc(Cl)cc3)o2)n1	-0.19
O=C(CSc1nc(Cc2ccccc2)nc2ccccc12)Nc1ccc2c(c1)OCCO2	0.0018
CN=C(Nc1cc(C)nn1CCC#N)c1ccc(F)cc1	0.19
CCOC(=O)c1sc(NC(=O)c2cccnc2)nc1C	-0.36

3 entries from above, ordered by their value in Cav32 inh, falling.
smiles	Cav32 inh
CN=C(Nc1cc(C)nn1CCC#N)c1ccc(F)cc1	0.19
CCOC(=O)CSC1=C(C#N)C(c2ccccc2C)C2=C(CCCC2=O)N1 (stereo not given)	-0.11
Cc1c(C)c2cc(Cl)c(O)c(CN3CCCCC3)c2oc1=O	-0.26

The main list resumes, starting 3 compounds before the break.
SMILES	Cav32 inh
O=C(CSc1nc(Cc2ccccc2)nc2ccccc12)Nc1ccc2c(c1)OCCO2	0.0018
CN=C(Nc1cc(C)nn1CCC#N)c1ccc(F)cc1	0.19
CCOC(=O)c1sc(NC(=O)c2cccnc2)nc1C	-0.36
N#Cc1c(SCc2cccc(Cl)c2)sc(C(=O)c2ccccc2)c1N	-1.9
CCOC(=O)/C(C#N)=C1/C=CNC(=O)N1	0.8
CCN(CC)S(=O)(=O)c1ccc(C(=O)NCc2cccs2)cc1	1.7
CC1Cc2ccccc2N1C(=O)CSc1nc2cc3c(cc2cc1C#N)OCO3 (stereo not given)	0.21
CCC(C)(NC(=O)c1ccc(=O)[nH]c1)C(=O)NC1CCCC1 (stereo not given)	0.44
COc1cccc(C(=O)N2CCN(Cc3ccccn3)CC2)c1OC	0.66
CCOC(=O)N1CCN(C(=O)CN(Cc2ccccc2)S(=O)(=O)c2ccc(OC)c(Cl)c2)CC1	-0.06
CC(=O)Nc1ccc(S(=O)(=O)NCCC(=O)OCCN2C(=O)c3ccccc3C2=O)cc1	0.76
CCOc1cc(CNCCc2ccc(S(N)(=O)=O)cc2)ccc1OCc1ccccc1	-0.042
O=C(CCn1c(=O)oc2ccccc21)Nc1ccccc1	1
COC(=O)c1ccc(-n2nnnc2SCc2nn[nH]n2)cc1	0.6
COc1ccc(Cc2nnc(NC(=O)C3CCCO3)s2)cc1 (stereo not given)	0.89
Cc1cccc(OCC(O)Cn2c(=N)n(CCN3CCOCC3)c3ccccc32)c1 (stereo not given)	-3.3
CCOC(=O)c1[nH]c(C)c(C(=O)N2CCOCC2)c1C	0.1
CC(=O)Nc1ccc(NC(=O)CN(c2ccc(C34CC5CC(CC(C5)C3)C4)cc2)S(C)(=O)=O)cc1	-1.1
CCOc1ccc(C(=O)Nc2ccc(NC(=O)c3ccco3)c(Cl)c2)cc1Br	0.44
Cc1ccc(S(=O)(=O)N(CC(=O)O)Cc2ccccc2F)cc1	0.029
Cc1occc1-c1nnc(SCC(=O)Nc2ccccc2)n1C(C)c1ccccc1 (stereo not given)	-4.3*
O=C(CSc1nc2ccccc2s1)NCCCN1CCOCC1	-0.77
Cc1[nH]nc(N=CC2=C(O)CC(C)(C)CC2=O)c1-c1ccccc1	-0.057
Cc1cc(C)nc(NC(=O)c2ccc(C)c([N+](=O)[O-])c2)n1	0.14
CCOC(=O)C1CCN(c2c(NCc3ccc(C(=O)NCCC(C)C)cc3)c(=O)c2=O)CC1	0.71
C=CCSc1nncn1/N=C/c1ccc(OC)cc1	1.4
CCOC(=O)Nc1ccc2c(c1)N(C(=O)CN1CCN(C)CC1)c1ccccc1S2	0.29
COCCn1c(=N)c(C(=O)NCCc2ccccc2)cc2c(=O)n3cccc(C)c3nc21	0.26
